Source: PubChem BioAssay (several laboratories)
KOR beta-arrestin-1 – KOR antagonists, beta-arrestin recruitment, cell-based, luminescence, uHTS (AID 1778); hit rate 0.091% among 290,000; inhibition, % at 10 µM, or IC50 in µM where a hit was titrated; Kappa-type opioid receptor (Homo sapiens); KOR beta-arrestin recruitment, luminescence, antagonist mode; higher % means a stronger effect; in the data active = inhibition above about 50%; note: strong numbers were not always called active
GPR35 antagonists – GPR35 antagonists blocking zaprinast-driven arrestin recruitment, primary screen, imaging, U2OS, beta-arrestin-GFP, zaprinast agonist (AID 2058); hit rate 0.052% among 290,000; inhibition, % at 10 µM, or IC50 in µM where a hit was titrated; U2OS GPR35 beta-arrestin-GFP translocation imaging, zaprinast antagonism; higher % means a stronger effect; G-protein coupled receptor 35 (Homo sapiens);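 active = inhibition of at least 50% with at least 30 cells and total cytoplasm GFP at most 10,000,000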
HIV peptide binding – inhibitors of HIV fusion peptide binding, primary screen, biochemical, uHTS, fluorescence dequenching (AID 1986) | inhibition, % at 20 µM; hits with a dose series show IC50 in µM | cell-free peptide binding, fluorescence dequenching, 30 min; higher % means a stronger effect | hit rate 0.3% among 290,000; in the data active = inhibition mostly above about 52%, no sharp cut-off; inactive = mostly below about 76%; note: some results filed as inactive read as strong as hits
West Nile virus CPE – West Nile virus antiviral activity, cell-based, CPE readout (AID 1621) | West Nile virus-infected cells, CPE inhibition; higher % means a stronger effect | hit rate 0.02% among 290,000 | CPE inhibition, % at 10 µM, or IC50 in µM where a hit was titrated; in the data active = a potency from the dose series; note: strong numbers were not always called active
GPR55 activation – GPR55 agonists via beta-arrestin recruitment, primary screen, imaging, U2OS cells, beta-arrestin-GFP redistribution (AID 1961); G-protein coupled receptor 55 (Homo sapiens); U2OS GPR55 beta-arrestin-GFP redistribution imaging; higher % means a stronger effect; activation, % at 10 µM; hits with a dose series show EC50 in µM; hit rate 0.048% among 290,000;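 active = activation above 40% with more than 50 cells counted in the well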;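 note: U2OS osteosarcoma cells stably expressing GPR55 and beta-arrestin-GFP; plate controls were DMSO negative control for no effect and LPI positive control for full effect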
Dengue-2 NS5 capping – Dengue-2 NS5 methyltransferase inhibitors, primary screen, biochemical, confirmation dose response (AID 588689). hit rate 0.3% among 340,000. Dengue-2 NS5 methyltransferase capping enzyme assay, biochemical; higher % means a stronger effect. inhibition, % at 25 µM; hits with a dose series show IC50 in µM; in the data active = a potency from the dose series
GPR55 LPI antagonism – GPR55 antagonists blocking LPI-driven arrestin recruitment, primary screen, imaging, U2OS, beta-arrestin-GFP, LPI agonist (AID 2013). G-protein coupled receptor 55 (Homo sapiens). U2OS GPR55 beta-arrestin-GFP translocation imaging, LPI antagonism; higher % means a stronger effect. inhibition, % at 10 µM, or IC50 in µM where a hit was titrated. hit rate 0.13% among 290,000;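 active = spots per cell inhibited over 60%, with over 100 cells counted and total cytoplasm intensity under 500,000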;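 note: U2OS cells stably carrying GPR55 and arrestin-GFP stimulated by 5 µM LPI near EC80; imaged beta-arrestin-GFP aggregate spots per cell after agonist stimulation; plate controls were LPI-stimulated DMSO wells for no effect and DMSO wells without LPI for full effect; some results filed as inactive read as strong as hits; confirmed hits need IC50 under 10 µM and bright autofluorescent wells are also inconclusive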
NOD1 NF-kB reporter – NOD1 signaling inhibitors, primary screen, cell-based, luminescence, uHTS (AID 1578) | hit rate 1% among 290,000 | NOD1-driven NF-kB luciferase reporter cells, luminescence; higher % means a stronger effect | inhibition, % at 4 µM; hits with a dose series show EC50 in µM; in the data active = inhibition mostly above about 36%, no sharp cut-off; inactive = mostly below about 34%;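 note: HEK-293T reporter cells stimulated with the NOD1 agonist gamma-tri-DAP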
KOR beta-arrestin-2 – KOR agonists, beta-arrestin recruitment, primary screen, cell-based, luminescence, uHTS (AID 1777); hit rate 0.02% among 280,000; KOR beta-arrestin recruitment, luminescence; higher % means a stronger effect; Kappa-type opioid receptor (Homo sapiens); one-dose activation, % at 10 µM; EC50 in µM for titrated hits; in the data active = activation above about 50%, passing the limit was not always enough; note: a part of the inactive calls stands beside numbers as strong as those of hits
Dengue-2 NS5 capping pilot replicate – further read-out of Dengue-2 NS5 capping, marked with its call; inhibition, %; measured here: pilot screen replicate inhibition
* = called active by the depositor; / = no result given; [ ] = another dose, or the depositor's remark. An excerpt. The share of hits here may be higher or lower than overall.

SMILES	KOR beta-arrestin-1	GPR35 antagonists	HIV peptide binding	West Nile virus CPE	GPR55 activation	Dengue-2 NS5 capping	GPR55 LPI antagonism	NOD1 NF-kB reporter	KOR beta-arrestin-2	others
COc1cccc(OC)c1OCC(O)CN1CCN(c2ccc(F)cc2)CC1 (centres undefined)	28%	-1%	-1.5%	-1.2%	0.0%	-6%	0%	4%	-19%
CN(CP(=O)(O)C(O)c1ccccc1)S(C)(=O)=O (centres undefined)	50%	-10%	-5.3%	0.1%	-0.2%	-4%	0%	19%	2.0%
Cc1ccc(NC(=O)COc2cccc(-n3cnnn3)c2)cc1[N+](=O)[O-]	0%	3%	-1.6%	-0.3%	-0.1%	2%	5%	-10%	-4.3%
Cc1nnc(-c2ccccc2)o1	10%	16%	-3.4%	0.3%	-0.2%	5%	5%	10%	-2.3%
CCOC(=O)C1(Cc2ccccc2C)CCCN(C(=O)CN2C(=O)CSC2=O)C1 (centres undefined)	-22%	-17%	-0.7%	-0.2%	-0.2%	10%	5%	/	4.2%
O=C(Nc1cccc(-c2cn3cccnc3n2)c1)c1cccs1	13%	-4%	-1.2%	2.0%	-0.5%	-1%	8%	-8%	-5.1%
COc1cc(/C=N/Nc2nn3cnnc3c3ccccc23)ccc1O	2%	2%	-2.0%	-0.5%	-0.1%	-3%	7%	5%	-1.9%
Cc1ccccc1NC(=O)CN1C(=O)N/C(=C\c2cccn2-c2cccc(C(=O)O)c2)C1=O	-35%[20 µM]	7%	27%	0.1%	-0.1%	-9%	-4%	-2%	0.4%
O=C(COc1cccc2cccnc12)N/N=C/c1ccccc1O	1%	5%	-4.1%	-0.3%	0.0%	12%	6%	-12%	0.6%
COc1cccc2sc3ccc(NCCC4CCCN4C)cc3c(=O)c12 (centres undefined)	-58%[20 µM]	-3%	5.4%	11%	0.2%	6%	-5%	0%	0.9%
CN1CCN(c2cnn(-c3ccccc3)c(=O)c2Br)CC1	-2%	-12%	-2.0%	0.0%	0.8%	-12%	2%	-12%	-4.0%
CCOC(=O)C1CCN(C(=O)CSc2ccc(Br)cc2)CC1	-45%[20 µM]	-2%	-0.5%	0.7%	-0.1%	-4%	-3%	-16%	-1.9%
Brc1ccccc1-c1nnc2sc(-c3ccc4c(c3)OCCO4)nn12	-33%	-10%	-2.4%	2.3%	-0.1%	2%	-11%	-13%	2.0%
Cn1c(=O)c(Cc2ccccc2)c(O)c2ccccc21	-29%	-3%	-1.7%	-0.1%	-0.2%	-6%	7%	-1%	-6.4%
NC(=O)Cn1nc([N+](=O)[O-])nc1Oc1ccccc1C(=O)N1CCOCC1	-29%	-13%	-0.2%	0.1%	0.4%	-4%	0%	-25%	2.8%
Cc1nc2nc[nH]n2c(=O)c1CCC(C)C	-38%	9%	-0.1%	-0.4%	0.2%	2%	-11%	16%	-4.9%
O=c1[nH]n2c(=O)c3c([nH]c2c1N=Nc1ccccc1)CCC3	22%	-4%	5.3%	-0.8%	-0.2%	-1%	7%	-18%	-2.6%
O=C(CSc1nc2ccccc2s1)Nc1nccs1	0%	-6%	0.6%	-0.1%	0.5%	-2%	12%	2%	1.0%
O=C(NCc1cccs1)C1CCC(CNS(=O)(=O)c2cccc3nsnc23)CC1 (centres undefined)	5%	-17%	1.3%	0.0%	-0.1%	-6%	-1%	-5%	-1.5%
O=C(Cn1cnc(S(=O)(=O)N2CCCC2)c1)Nc1cccc(Br)c1	-23%	13%	0.5%	0.3%	0.0%	-5%	-8%	-12%	7.5%
Cc1cc(Nc2ccc(Br)cc2)nc(-c2ccccc2O)n1	-12%	15%	-0.8%	-1.1%	-0.2%	-15%	-1%	-26%	1.0%
CCOC(=O)CCn1c(=S)n(CCC(=O)OCC)c2ccccc21	34%	14%	-0.4%	0.1%	1.2%	-8%	1%	-3%	1.4%
COc1ccc(-n2cnnc2SCC(=O)Nc2cccc(S(N)(=O)=O)c2)cc1	-26%	-3%	2.4%	-0.2%	-0.2%	-6%	10%	-13%	-2.1%
Cn1cc(CC(=O)Nc2cccc(C#N)c2)c2ccccc21	5%	-6%	-0.8%	-0.1%	-0.1%	1%	0%	-2%	3.5%
CC1CCCC(NC(=O)c2ccc(COc3ccccc3)o2)C1C (centres undefined)	-30%	-10%	1.3%	0.7%	-0.2%	4%	-6%	42%	2.8%
O=C(NC1CC1)c1cc2cc3ccccc3nc2s1	-38%	10%	1.3%	-0.7%	0.3%	-1%	0%	-77%	11%
COC(=O)c1ccccc1NC(=O)c1c(Br)cnn1C	-9%	11%	-2.2%	-0.2%	0.3%	-1%	14%	18%	0.5%
C=CC[n+]1c(-c2ccc(OC)cc2)csc1NNC(=O)Nc1ccccc1	-60%	-1%	8.8%	-0.6%	0.6%	-16%	2%	50%	5.6%
CCOC(=O)c1c(C)[nH]c(C(=O)COC(=O)C2=NNC(=O)CC2)c1C	15%	-9%	-0.6%	0.6%	-0.4%	-7%	2%	-16%	-6.6%
CC1(CC(=O)NNC(=O)Nc2ccccc2)OCCCO1	19%[20 µM]	12%	-1.5%	-0.2%	0.0%	1%	2%	-16%	-7.0%
Cc1nn(-c2ccc(C(=O)O)cc2)c(C)c1Cl	27%[20 µM]	11%	1.5%	0.8%	-0.1%	3%	-1%	-32%	/
O=C(O)COc1ccccc1/C=N/NC(=O)c1cc(-c2ccccc2)nc2ccccc12	-16%	0%	11%	0.3%	-0.2%	7%	-7%	-11%	7.7%
CCOc1ccc(CNC(=O)CCS(=O)(=O)Cc2ccccc2C)cc1OC	-2%	2%	0.8%	-0.6%	-0.6%	-6%	5%	-37%	-0.5%
CCOC(=O)CC(/C(C)=N\O)c1ccccc1 (centres undefined)	-22%	2%	1.1%	-0.1%	-0.2%	3%	0%	9%	-11%	Dengue-2 NS5 capping pilot replicate=-1.8
Cc1occc1C(=O)NC1CCCN(Cc2ccc(CC(C)C)cc2)C1 (centres undefined)	-26%	8%	2.2%	-1.4%	0.2%	-2%	22%	-18%	-1.2%
Cn1c(CC(=O)Nc2ccc(F)cc2)nnc1SCC(=O)Nc1nncs1	2%	2%	-1.0%	-0.2%	-0.2%	-7%	-8%	-30%	0.1%
O=C(O)CC(c1cccc2ccccc12)N1Cc2ccccc2C1=O (centres undefined)	28%	19%	0.0%	0.1%	-0.3%	2%	16%	2%	1.3%
CCC(=O)N(C)CCc1cc2c(c(OC)c1/C=N/Nc1ccc(C(=O)O)cc1)OCO2	-7%	0%	-2.4%	0.7%	-0.3%	1%	3%	0%	/
CCOC(=O)C(=O)N1CCN(c2nc(-c3ccc(Cl)cc3)cs2)CC1	-1%[20 µM]	-5%	-1.1%	-0.1%	-0.1%	/	-12%	-19%	-4.1%
C=CCn1c(SCC(=O)NCC)nnc1-c1cc2c(s1)CCC(CC)C2 (centres undefined)	-39%	10%	-2.2%	-1.6%	0.4%	-5%	12%	-46%	-2.2%

Reprinted at random: 3 compounds from above.
SMILES	KOR beta-arrestin-1	GPR35 antagonists	HIV peptide binding	West Nile virus CPE	GPR55 activation	Dengue-2 NS5 capping	GPR55 LPI antagonism	NOD1 NF-kB reporter	KOR beta-arrestin-2	others
CC1(CC(=O)NNC(=O)Nc2ccccc2)OCCCO1	19%[20 µM]	12%	-1.5%	-0.2%	0.0%	1%	2%	-16%	-7.0%
O=C(CSc1nc2ccccc2s1)Nc1nccs1	0%	-6%	0.6%	-0.1%	0.5%	-2%	12%	2%	1.0%
O=C(O)COc1ccccc1/C=N/NC(=O)c1cc(-c2ccccc2)nc2ccccc12	-16%	0%	11%	0.3%	-0.2%	7%	-7%	-11%	7.7%

(listing goes on)
SMILES	KOR beta-arrestin-1	GPR35 antagonists	HIV peptide binding	West Nile virus CPE	GPR55 activation	Dengue-2 NS5 capping	GPR55 LPI antagonism	NOD1 NF-kB reporter	KOR beta-arrestin-2	others
COc1ccc(CCNC(=O)c2c[nH]c3ccc(F)cc3c2=O)cc1OC	-34%[20 µM]	0%	1.2%	1.6%	-0.1%	-2%	-11%	-29%	-4.0%
O=C(Nc1ccc(S(=O)(=O)N2CCOCC2)cc1)c1ccc(Cl)cc1Cl	-14%[20 µM]	-14%	-1.0%	-1.7%	0.2%	-6%	1%	-15%	-4.8%	Dengue-2 NS5 capping pilot replicate=-0.9
CC1CCCN(C(=O)c2ccc3c(c2)OCO3)C1 (centres undefined)	-2%	-16%	0.0%	1.4%	-0.1%	-5%	4%	-44%	2.4%
Cc1ccc(CNC(=O)Cn2nnc3ccccc3c2=O)cc1	-30%	-12%	-0.6%	-0.3%	-0.2%	-2%	7%	-2%	4.0%
CC(C)c1ccc(/C=C2\SC(N3CCCC3)=NC2=O)cc1	-60%	4%	-4.6%	-1.6%	-0.1%	-7%	9%	-16%	0.7%
COC(=O)c1cc(NC(=O)c2c(Cl)cnn2C)cc(C(=O)OC)c1	/	-2%	2.7%	-0.1%	0.4%	-5%	5%	-33%	0.3%
COc1ccc(Cl)cc1NC(=O)C/C(C)=N/NC(=O)COc1ccc(C)cc1	-1%	3%	0.1%	-0.8%	-0.2%	-3%	7%	-6%	-2.0%
COc1cc(C(=O)NC2CCCc3ccccc32)ccc1OCC(=O)Nc1ccc(F)cc1 (centres undefined)	1%	2%	-1.8%	-0.6%	0.1%	14%	4%	3%	3.5%
CN1C(C(=O)NCc2cccc(C(F)(F)F)c2)CC2Cn3c(nc4cc5ccccc5cc43)C21 (centres undefined)	-6%	9%	2.4%	-0.6%	0.3%	-5%	-2%	-10%	3.9%
N=c1ccn2c(n1)O[C@H]1[C@H](O)[C@@H](CO)O[C@H]12	-28%	10%	0.5%	1.4%	0.0%	-2%	4%	-3%	3.9%
COC(=O)c1sccc1NC(=O)CN(C)NS(=O)(=O)c1ccc(Cl)cc1	-14%	14%	-3.1%	0.2%	0.1%	-12%	-5%	-11%	0.5%
CCOc1ccc(NC(=O)C(NC(=O)C2CCC(C)CC2)C(C)C)cc1 (centres undefined)	-1%	18%	0.1%	-0.4%	-0.3%	16%	7%	1%	-1.4%
CCc1cc(C(=O)Nc2ccccc2)cs1	3%	-5%	-1.3%	-0.4%	-0.1%	-7%	10%	-27%	-3.7%
CCOc1ccc(S(=O)(=O)N2CN3CCN(C3)C2)cc1	-17%	8%	-0.8%	-0.4%	-0.2%	/	-6%	41%	1.0%
CC(Cc1c[nH]c2ccccc12)C(=O)N1CCN(c2ccccc2F)CC1 (centres undefined)	26%	-3%	-0.4%	-1.1%	0.0%	7%	1%	-11%	-5.4%
Cc1ccc2c(cnn2C(=O)CCC(=O)NCc2cccc(Br)c2)c1	-34%[20 µM]	-9%	2.9%	-0.1%	-0.1%	0%	2%	14%	3.8%
